Bioassay records (PubChem BioAssay)
Epigenetic derep – epigenetic control regulation, reporter derepression | AID 1865 | murine LDR cells, GFP reporter derepression, 30 h | actives 0.2% (n = 280,000) | Potency, µM (doses to about 53.9 µM), for the others: top-dose GFP activation, actives largely listed as activators; also: potency is read from the fitted curve at half-maximal effect; % of control where 0% means no effect; nearly all actives have a fitted effect of over 60% in size
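Readout is the number of GFP-expressing murine LDR cells, counted by cytometry following washing. Cells were treated with compound for 30 h at 37 C; the stably integrated CMV-GFP locus is normally silent.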
TRb SRC2 PPI – disrupts binding of human TR beta to SRC2; actives 0.065% (n = 280,000); AID 1469; Potency, µM (doses to about 106 µM), inactives show top-dose activity change, negative = inhibition, actives largely listed as inhibitors; TRbeta-SRC2 peptide binding, fluorescence polarization; receptor liganded with 1 µM T3; P10828;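 also: potency is read from the fitted curve at half-maximal effect; plate controls were bound peptide for no effect and peptide without receptor for full effect; nearly all actives have a fitted effect of over 50% in size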
Target sequence (P10828 whole entry, looked up): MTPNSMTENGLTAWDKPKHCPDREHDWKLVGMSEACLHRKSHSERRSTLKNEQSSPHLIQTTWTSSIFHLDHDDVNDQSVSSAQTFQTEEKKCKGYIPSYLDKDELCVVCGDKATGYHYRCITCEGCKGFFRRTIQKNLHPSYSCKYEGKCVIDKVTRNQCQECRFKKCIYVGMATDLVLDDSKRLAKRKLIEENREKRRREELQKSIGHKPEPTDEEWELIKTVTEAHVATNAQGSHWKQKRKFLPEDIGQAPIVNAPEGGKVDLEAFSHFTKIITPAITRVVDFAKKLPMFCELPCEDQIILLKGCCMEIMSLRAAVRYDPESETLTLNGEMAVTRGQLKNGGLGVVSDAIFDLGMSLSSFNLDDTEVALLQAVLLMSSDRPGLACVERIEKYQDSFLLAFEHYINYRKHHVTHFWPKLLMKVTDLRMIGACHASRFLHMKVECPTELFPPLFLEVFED
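Assay buffer: 20 mM Tris-HCl, 100 mM NaCl, 10% glycerol, 1 mM EDTA, 0.01% NP-40, 1 mM DTT, 1 uM T3, 5% DMSO; TRb LBD 0.6 uM, Texas Red SRC2 20 nM; FP after 5 hr.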
Tau fluor cs – counter-screen for tau fibril formation inhibitors. Potency, µM (top dose mostly 57.7 µM), inactives show at the top dose activity change, negative = decrease. AID 1463. actives 0.93% (n = 280,000). tau K18 P301L (four-repeat tau fragment) Alexa594 fluorescence, heparin fibrillization; also: potency is read from the fitted curve at half-maximal effect; % is scaled to controls: 0 for no effect and ±100 for the full control effect; nearly all actives have a fitted effect of over 55% in size
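Human K18 P301L tau (15 uM unlabeled plus 0.24 uM Alexa 594-labeled, final) in 100 mM sodium acetate pH 7 was mixed with compound and 20 uM heparin and incubated 6 hr at 37 C.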
GLA spleen mod – inhibitors or activators of human alpha-galactosidase in spleen homogenate. P06280. actives 0.008% (n = 240,000). AID 2107. Potency, µM (titrated, usually from 80 µM), inactives show top-dose activity change, negative = inhibition, most hits filed as inhibitors. human spleen homogenate, 4MU-alpha-Gal fluorescence, 40 min;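 also: potency is read from the fitted curve at half-maximal effect; 0% = enzyme with vehicle and -100% = no enzyme basal signal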
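Human spleen homogenate (1 ug) as enzyme source, 4-methylumbelliferyl-alpha-D-galactopyranoside 1 mM final, citrate/phosphate pH 5.0 with 0.01% Tween-20. Compounds 40 min at 37C, NaOH/glycine stop; fluorescence Ex 365/Em 440, Hill-fit AC50.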
TR SRC2 fluor cs – alters Texas Red total fluorescence, flagging assay interference. TRb/SRC2 Texas Red total fluorescence interference. actives 0.29% (n = 280,000). Potency, µM (titrated, usually from 106 µM), inactives show at the top dose fluorescence change, negative = quenching; active = well fitted curve in either direction with a large enough effect; inconclusive = small, poorly fitted or top-dose-only effect; also: potency is read from the fitted curve at half-maximal effect; % is scaled to controls: 0 for no effect and ±100 for the full control effect
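Flags fluorescent or light-absorbing compounds by total fluorescence, S + 2P, at 555 nm excitation and 632 nm emission. Mixture: 20 nM Texas Red SRC2 peptide, 0.6 uM human TRb LBD, 1 uM T3, 5% DMSO; compound exposure 5 h at ambient temperature.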
NPSR antagonist – blocks cAMP signaling of the human neuropeptide S receptor; Q6W5P4; AID 1461; actives 1% (n = 220,000); CHO-NPSR cells, cAMP TR-FRET, antagonist mode; Potency, µM (highest dose often 38.3 µM), for the others: top-dose activity change, negative = inhibition, hits mostly inhibitors; also: potency is read from the fitted curve at half-maximal effect; % is scaled to controls: 0 for no effect and ±100 for the full control effect; nearly all actives have a fitted effect of over 50% in size; many of its hits are not listed in these tables
Target sequence (Q6W5P4 whole entry, looked up): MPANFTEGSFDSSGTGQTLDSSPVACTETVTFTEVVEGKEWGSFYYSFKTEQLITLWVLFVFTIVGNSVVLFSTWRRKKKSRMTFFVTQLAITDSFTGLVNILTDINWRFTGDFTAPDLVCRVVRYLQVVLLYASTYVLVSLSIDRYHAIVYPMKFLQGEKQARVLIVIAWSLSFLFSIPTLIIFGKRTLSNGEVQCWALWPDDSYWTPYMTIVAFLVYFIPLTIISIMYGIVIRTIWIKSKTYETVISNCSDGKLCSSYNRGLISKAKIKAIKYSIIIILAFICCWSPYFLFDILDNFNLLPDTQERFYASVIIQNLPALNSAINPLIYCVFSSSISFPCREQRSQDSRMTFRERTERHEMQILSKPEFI
CBFb-RUNX1 inh – CBF-beta/RUNX1 interaction disruption. 230,000 tested, under 10 active. AlphaScreen CBFb-His/RUNX1-biotin binding, biochemical. Potency, µM (top dose mostly 59.8 µM), without a hit: top-dose activity, negative = inhibition, hits mostly inhibitors. AID 1477; also: % of control where 0% means no effect
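Proteins preincubated together for 20 min at RT before compound addition; 15 min later, nickel and streptavidin beads were added and left 90 min prior to AlphaScreen measurement.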
Tau FP inhib – blocks human tau fibril formation measured by polarization; K18 P301L tau heparin fibrillization, Alexa594 FP, 6 h; Potency, µM (titrated, usually from 57.7 µM), without a hit: at the highest dose activity, negative = inhibition, hits mostly inhibitors; actives 0.39% (n = 280,000); AID 1468; also: potency is read from the fitted curve at half-maximal effect; % is scaled to controls: 0 for no effect and ±100 for the full control effect; nearly all actives have a fitted effect of over 55% in size
Target sequence (P10636 561-689 P618L limits assumed): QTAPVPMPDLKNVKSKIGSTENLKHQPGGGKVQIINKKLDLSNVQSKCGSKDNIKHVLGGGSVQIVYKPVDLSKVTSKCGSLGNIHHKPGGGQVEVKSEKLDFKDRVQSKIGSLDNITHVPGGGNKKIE
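FP of Alexa 594-tau after heparin (20 uM) induction. Substrate: human K18 P301L, 15 uM unlabeled, 0.24 uM labeled. Buffer 100 mM sodium acetate pH 7. 6 hr, 37 C.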
* marks the source's active call; other numbers are inactive results; ? = inconclusive; · = no result given; [ ] = remark or other dose. Unless noted, calls follow the shape of the dose curve; as a rule, active = well fitted curve in the direction sought with a large enough effect; inconclusive = small, poorly fitted or top-dose-only effect, or another doubt; inactive = no such curve, though single readings can be large; an effect the other way counts as inactive or inconclusive.

SMILES	Epigenetic derep	TRb SRC2 PPI	Tau fluor cs	GLA spleen mod	TR SRC2 fluor cs	NPSR antagonist	CBFb-RUNX1 inh	Tau FP inhib
CCC(Sc1nc(C)cc(=O)[nH]1)C(=O)Nc1ccc(Cl)cn1 (stereo not given)	0.0%	1%	-6%	4%	1%	19%[46.1 µM]	1%	-3%
CN(C)c1nc(SCCOC(=O)COc2ccc(Cl)cc2Cl)nc(N(C)C)n1	-1.7%	-11%	-22%	-5%	-1%	0%[46.1 µM]	?	-3%
Cc1c(O)ccoc1=O	0.1%	-9%	7%	-4%	-3%	-14%	9%	-3%
Cc1[nH]c2ccccc2c1/C=N/NC(=O)CNC(=O)c1ccccc1	9.8%	1%	?	-14%	-2%	-42%	-9%	18%
Cc1ccc(OCC(=O)NCCN2CCCC2)cc1	-1.1%	-2%	14%	-5%	-2%	-12%[46.1 µM]	1%	9%
Cc1ccc2c(c1)c1c(c(=O)n(-c3ccccc3C)c(=O)n1CC(=O)N1CCCC1)n2C	3.4%	-5%	-3%	·	-2%	·	·	2%
NC1=NC(=O)C2(COC(c3cccc([N+](=O)[O-])c3)OC2)S1 (stereo not given)	-1.2%	-8%	-7%	1%	-2%	-6%	8%	-4%
COc1ccc(CC(=O)NCC(c2ccc(N(C)C)cc2)N2CCOCC2)cc1OC (stereo not given)	-4.9%	2%	-18%	·	-2%	·	·	-2%
CCCSc1ncc(Cl)c(C(=O)N2CCN(c3cccc(Cl)c3)CC2)n1	0.8%	0%	-19%	·	-7%	·	·	0%
Cc1ccc2c(c1)cc(CN(CCc1ccccc1)C(=O)N1CCOCC1)c1nnnn12	-1.6%	3%	-4%	10%	-2%	-21%[46.1 µM]	5%	3%
O=C(NC(NC(=O)c1ccccc1)C(=O)c1ccccc1)c1ccccc1	-1.0%	-11%	7%	7%	-1%	-1%[46.1 µM]	5%	1%
CC[C@H](C)[C@H](NC(=O)[C@@H]1CCCN1C(=O)[C@H](Cc1cnc[nH]1)NC(=O)[C@H](CCCCNC(=O)[C@H](CCCN=C(N)N)NC(=O)OCc1ccccc1)NC(=O)[C@H](Cc1ccc(O)cc1)NC(=O)c1cccnc1)C(=O)O	·	2%	·	6%	-4%	·	7%	·
CCC(C)c1ccc(NC(=S)NCCn2cc(Br)cn2)cc1 (stereo not given)	-0.4%	-8%	?	-2%	-5%	-47%	1%	0%
CCC(=O)N/C(N)=N/c1nc(C)c2cc(OC)ccc2n1	-1.1%	6%	3%	-11%	-1%	-9%[46.1 µM]	3%	3%
c1csc(C(c2nnnn2C2CCCC2)N2CCOCC2)c1 (stereo not given)	-2.4%	-10%	-3%	-22%	1%	13%[7.67 µM]	3%	-11%
COc1ccc(-c2cc(C(C)=O)c(C)n2CCC(=O)Nc2ccc(C)c(Cl)c2)cc1	-0.2%	-2%	?	·	5%	·	·	-4%
CCOc1ccc(NC(=O)c2ccc3nc(C(C)C)oc3c2)cc1	3.4%	8%	-2%	·	1%	·	·	7%
FC(F)(F)c1ccc(C2Nc3cccc4cccc(c34)N2)cc1	-4.5%	-2%	-17%	4%	-1%	-32%	-5%	-4%
CN(C)c1cc(-c2cccc([N+](=O)[O-])c2)oc(=O)c1Cl	0.0%	-4%	-5%	2%	-5%	-4%	0%	-1%
COc1cccc(/C=N/NC(=O)c2ccc(N(C)S(=O)(=O)c3ccccc3)cc2)c1OC	1.2%	-3%	-30%	1%	-4%	-30%	4%	-3%
Cc1ccc(C(=O)COc2nc(C)nc3ccccc23)cc1	-1.4%	9%	-1%	-5%	-2%	-4%	12%	?
O=C(NC1CCSC1=O)c1ccccc1 (stereo not given)	-2.3%	0%	-2%	-9%	-1%	0%[46.1 µM]	-4%	4%
O=C(Cn1nc(C(=O)O)c2ccccc2c1=O)Nc1ccc2c(c1)C(=O)c1ccccc1C2=O	-1.3%	-3%	-28%	7%	0%	-8%	3%	10%
CCC(=O)Nc1ccccc1C(=O)OCC(=O)c1ccccc1	-0.1%	-4%	-6%	-3%	-2%	-14%[46.1 µM]	-1%	1%
Cc1cc(C)c(NC(=O)C(=O)NCC(c2cccnc2)N2CCN(c3ccccc3F)CC2)c(C)c1 (stereo not given)	2.2%	-4%	-15%	·	-5%	·	·	-7%
O=C1CN(C(=O)c2ccc(Br)o2)C(c2ccccc2)c2cc(F)ccc2N1 (stereo not given)	-1.0%	-2%	-8%	5%	1%	-17%[46.1 µM]	-5%	-4%
CC(C)(C)NS(=O)(=O)c1ccc(CCC(=O)Nc2ccc3c(c2)OCCO3)cc1	-1.1%	2%	-9%	-1%	1%	0%	9%	6%
Nc1nc(SCC(=O)Nc2ccc(Br)cc2F)n[nH]1	1.1%	-6%	-8%	5%	-1%	6%[46.1 µM]	2%	-4%
Cc1cccc(-c2noc(-c3ccno3)n2)c1	1.2%	-8%	-9%	-9%	0%	31%	5%	4%
Cc1cc(NC(=O)CSc2nnnn2C2CCCC2)no1	-1.0%	3%	-9%	-3%	-2%	-3%[46.1 µM]	3%	-4%
CCCCCCCCNc1ncnc2ccccc12	-1.5%	1%	-17%	-2%	-1%	?	6%	6%
Cc1cccc(NC(=O)C(=O)NCC(c2cccnc2)N2CCN(Cc3ccccc3)CC2)c1 (stereo not given)	1.4%	-8%	-5%	·	2%	·	·	-3%
Cc1ccc(S(=O)(=O)NCCSC(C)(C)C)cc1	-0.9%	-18%	-10%	20%	0%	-3%[46.1 µM]	-9%	-3%
COCc1nn2cc(-c3ccc(C)cc3)nc2s1	7.6%	7%	-9%	·	0%	·	·	9%
COC(=O)c1cc(NC(=O)c2c(F)c(F)c(F)c(F)c2F)cc(C(=O)OC)c1	0.0%	1%	-10%	0%	-1%	-14%	12%	?
O=C1c2ccccc2C(=O)N1CCC(c1ccc(F)cc1)c1ccco1 (stereo not given)	-0.8%	-5%	0%	-8%	-1%	-25%[46.1 µM]	8%	7%
CCN(CC)c1ccc(C(=O)OCC(=O)Nc2ccc3[nH]c(=O)[nH]c3c2)cc1	1.3%	5%	?	0%	0%	-1%	-13%	11%
Cc1ccc(C)c(S(=O)(=O)c2cn(Cc3ccccc3)c3cc(N4CCCC4)c(F)cc3c2=O)c1	-1.2%	-1%	0%	·	3%	·	·	0%
CC(c1ccco1)N(C(=O)COc1ccccc1[N+](=O)[O-])c1ccccn1 (stereo not given)	-0.7%	-6%	-2%	-2%	-1%	-10%[46.1 µM]	1%	-1%
CCNc1nc(NCC)nc(N/N=C/c2ccc(O)c(OC)c2)n1	5.1%	5%	-22%	12%	-5%	4%	-1%	-2%

In the list so far, 2 contain a tert-butyl group:
SMILES	Epigenetic derep	TRb SRC2 PPI	Tau fluor cs	GLA spleen mod	TR SRC2 fluor cs	NPSR antagonist	CBFb-RUNX1 inh	Tau FP inhib
CC(C)(C)NS(=O)(=O)c1ccc(CCC(=O)Nc2ccc3c(c2)OCCO3)cc1	-1.1%	2%	-9%	-1%	1%	0%	9%	6%
Cc1ccc(S(=O)(=O)NCCSC(C)(C)C)cc1	-0.9%	-18%	-10%	20%	0%	-3%[46.1 µM]	-9%	-3%

The results go on:
SMILES	Epigenetic derep	TRb SRC2 PPI	Tau fluor cs	GLA spleen mod	TR SRC2 fluor cs	NPSR antagonist	CBFb-RUNX1 inh	Tau FP inhib
COc1ccc(-c2cc(=O)c3ccccc3[nH]2)cc1	-0.6%[96.6 µM]	2%[201 µM]	-10%[126 µM]	3%[119 µM]	4%[201 µM]	14%	18%[89.1 µM]	-4%[126 µM]
CCCC(=O)Nc1cc(C)c(NC(=O)c2ccccn2)cn1	3.4%	3%	-10%	-1%	-6%	1%[46.1 µM]	1%	-4%
CC/C(=N\NC(N)=O)c1ccc(OC(F)F)cc1	1.0%	6%	-8%	0%	1%	-24%	5%	-3%
O=C(/C=C/c1ccc2c(c1)OCO2)Nc1nc2ccccc2s1	?	13%	-15%	0%	0%	-1%	7%	-6%
O=C(NN1C(=O)/C(=C\c2cccnc2)SC1=S)C(c1ccccc1)c1ccccc1	0.1%	-2%	?	0%	-9%	5%[46.1 µM]	-20%	-4%
Cc1ccc(CN(Cc2cc3cc4c(cc3[nH]c2=O)OCCO4)Cc2nnnn2Cc2ccco2)cc1	0.0%	-6%	-29%	18%	-1%	-6%[46.1 µM]	-4%	?
CN1C(=S)SC(/[N+]([O-])=C\c2ccccc2F)C1(C)C (stereo not given)	-1.0%	2%	-3%	2%	-6%	-2%	6%	0%
C[N+]1(CCOc2ccc([N+](=O)[O-])cc2)CCOCC1	-1.0%	-9%	4%	3%	-4%	3%[46.1 µM]	1%	-2%
Cc1ccc(C(=O)Oc2cccc(NC(=O)c3cccs3)c2)cc1S(=O)(=O)N1CCOCC1	-1.0%	2%	?	10%	3%	-28%[46.1 µM]	4%	?
COc1ccc(C(CNC(=O)c2oc3ccccc3c2C)N2CCCCC2)cc1 (stereo not given)	6.7%	-2%	-14%	·	-1%	·	·	-1%
CCC(C)/C(C)=N/Nc1ccc(S(N)(=O)=O)cc1[N+](=O)[O-] (stereo not given)	-0.3%	-1%	-11%	3%	3%	-30%	-23%	6%
O=C(CCc1nc(-c2ccccc2)no1)NCCc1ccccc1	0.0%	1%	-13%	-3%	-1%	-14%[46.1 µM]	3%	0%
CCOCCCn1c(SCC(=O)Nc2ccccc2CC)nc2ccccc2c1=O	-1.3%	-1%	-12%	·	-8%	·	·	-2%
COc1cccc(C(=O)N2CCN(Cc3ccccc3[N+](=O)[O-])CC2)c1	4.9%	2%	-1%	-7%	0%	5%	-4%	-1%
C=CCN(c1ccccc1)S(=O)(=O)c1ccc2c(c1)oc(=O)n2C	0.7%	1%	-8%	3%	-4%	3%[46.1 µM]	5%	-2%
Cc1cc(C)c(S(=O)(=O)N2CCCC2=O)c(C)c1	0.0%	2%	-4%	-1%	-1%	3%	-9%	-6%
COc1ccc(OC)c(NC(=O)c2nc(S(=O)(=O)Cc3ccc(F)cc3)ncc2Cl)c1	-2.3%	-6%	?	·	-3%	·	·	1%
Cc1ccccc1C(=O)Nc1ccc(OCc2cc(=O)n3cccc(C)c3n2)cc1	-2.8%	-7%	-6%	·	-1%	·	·	-1%

This is a subset; the hit share may differ from the screen's.
